From PubChem BioAssay
TRPC6 act: activates the mouse TRPC6 cation channel | HEK293-TRPC6 membrane potential dye fluorescence; stronger effect = higher value | 310,000 tested, 0.13% active | AID 2550 | B-score at 10 µM;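 active means B-score of the integrated fluorescence ratio above library mean plus 3 SD, and starting fluorescence ratio within library mean plus 5 SD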;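 further: higher score means more depolarization so channel activation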
Target sequence (Q61143 whole entry, looked up): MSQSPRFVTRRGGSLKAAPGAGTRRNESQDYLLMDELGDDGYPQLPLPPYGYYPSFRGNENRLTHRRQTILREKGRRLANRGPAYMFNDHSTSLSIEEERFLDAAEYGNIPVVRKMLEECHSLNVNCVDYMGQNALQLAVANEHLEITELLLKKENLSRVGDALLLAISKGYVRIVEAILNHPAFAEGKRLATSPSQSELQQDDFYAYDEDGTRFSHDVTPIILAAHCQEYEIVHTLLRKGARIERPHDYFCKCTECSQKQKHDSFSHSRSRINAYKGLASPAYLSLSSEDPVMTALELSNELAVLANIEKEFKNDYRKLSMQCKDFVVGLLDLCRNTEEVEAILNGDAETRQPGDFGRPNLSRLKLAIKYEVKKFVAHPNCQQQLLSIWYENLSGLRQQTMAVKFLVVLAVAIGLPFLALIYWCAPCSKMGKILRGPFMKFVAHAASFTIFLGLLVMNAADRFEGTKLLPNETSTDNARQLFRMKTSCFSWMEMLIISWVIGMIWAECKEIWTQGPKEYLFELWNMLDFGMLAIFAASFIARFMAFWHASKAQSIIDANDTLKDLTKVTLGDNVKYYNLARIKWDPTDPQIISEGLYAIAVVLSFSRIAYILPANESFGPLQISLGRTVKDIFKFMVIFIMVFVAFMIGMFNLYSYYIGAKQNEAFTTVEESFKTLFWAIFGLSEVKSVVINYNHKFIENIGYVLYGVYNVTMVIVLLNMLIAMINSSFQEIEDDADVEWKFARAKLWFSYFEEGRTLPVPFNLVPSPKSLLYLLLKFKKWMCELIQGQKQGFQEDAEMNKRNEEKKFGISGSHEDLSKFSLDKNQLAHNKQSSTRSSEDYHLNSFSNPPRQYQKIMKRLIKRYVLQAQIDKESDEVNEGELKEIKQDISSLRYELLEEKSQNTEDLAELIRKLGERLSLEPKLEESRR
TRPC4 inh: inhibitors of mouse TRPC4 channel. 300,000 tested, 0.39% active. AID 2247. HEK293 TRPC4beta/mu-opioid, DAMGO-evoked Fluo4 calcium flux; stronger effect = lower value. Q9QUQ5. B-score at 10 µM;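 active means B-score over 3 SD under the library average, no early fluorescence shift, positive overall ratio signal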
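Test system – stable TRPC4beta/mu-opioid receptor HEK293 cells · Probe or stimulus – DAMGO, a submaximal dose followed by a maximal one · Dosing – one concentration per compound · Signal – Fluo4 calcium fluorescence by kinetic imaging, 5 s 1 Hz baseline · Evaluation – per-well B score of integrated baseline-normalized Fluo4 ratio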
MrgX1 PAM: allosterically activates human MrgX1 receptor signaling; B-score at 10 µM; MrgX1-HEK293, Fluo-4 calcium flux, FDSS; stronger effect = higher value; 310,000 tested, 0.63% active;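 active means plate-corrected calcium response at least 3 library SD above typical, normal starting fluorescence, not activating the receptor alone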;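 further: compound read alongside a low EC10 to EC30 dose of BAM8-22 agonist; peak minus trough fluorescence over baseline measured at the second addition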
ANO1 block: blocks the mouse calcium-activated chloride channel TMEM16A; Q8BHY3; HEK293 TMEM16A/YFP iodide influx fluorescence, ionomycin; normalized B-score (activity score, 25-100; higher = stronger inhibition) at 10 µM; 310,000 tested, 1.2% active;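 active means ratio plate-corrected score three or more library SD toward inhibition, starting fluorescence score within five deviations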;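 further: score derived from kinetic fluorescence span divided by baseline fluorescence per well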
TRPC4 PAM: allosteric potentiators of mouse TRPC4 channel; Q9QUQ5; AID 2227; HEK293 TRPC4beta/mu-opioid, DAMGO EC20, Fluo-4 Ca2+ flux; stronger effect = higher value; 310,000 tested, 0.42% active; B-score at 10 µM;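 active means B-score of calcium response area above 5 SD of library B-scores, with initial fluorescence ratio within 5 SD of library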;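 further: B-score of integrated fluorescence ratio over time as area under calcium response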
TMEM16A act: activators or potentiators of mouse TMEM16A chloride channel. HEK293 TMEM16A/YFP-H148Q/I152L, iodide quench fluorescence; stronger effect = lower value. 340,000 tested, 0.3% active. AID 623877. B-score at 10 µM;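 active means fluorescence-ratio B-score plate-corrected deviation score at least 3 library SD below zero, with starting fluorescence score within 5 deviations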;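 further: channel opened by trigger with iodide after compound preincubation; score built on the fluorescence ratio of max minus min over baseline; more negative score means more quench and so TMEM16A activation or potentiation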
MrgX1 antagonist: blocks BAM8-22 activation of human MrgX1 receptor | Q96LB2 | MRGX1-HEK293 calcium flux, Fluo-4, BAM8-22 antagonism; stronger effect = lower value | B-score at 10 µM | 310,000 tested, 1.3% active | AID 588676;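 active means calcium-response B-score plate-corrected more than 3 library SD below zero, starting fluorescence within 5 deviations, no agonist response on first addition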;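 further: peak minus trough fluorescence over baseline after final BAM8-22 challenge near maximal dose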
MrgX1 agonist: agonists of human MrgX1 receptor; AID 588627; 310,000 tested, 0.44% active; B-score at 10 µM; MrgX1-HEK293 cells, Fluo-4 calcium fluorescence, agonist mode; stronger effect = higher value;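 active means calcium response B-score plate-corrected fluorescence ratio at least 3 library SD, with starting fluorescence B-score inside 5 SD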
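System: HEK293 cells stably expressing human MrgX1 receptor; Dosing: test compound in the initial addition of three; Schedule: overnight plating, then 30 min 37 °C plus 30 min room-temperature dye loading; Detection: kinetic calcium dye fluorescence, Fluo-4 NW; Controls: per-plate positive and negative controls for Z′ factor.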
TRPC6 inh: mouse TRPC6 channel inhibition; HEK293-TRPC6, membrane potential dye, ACh-evoked depolarization; stronger effect = lower value; B-score at 10 µM; 310,000 tested, 1.1% active; AID 2553;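 active means B-score under library mean minus 3 SD, initial fluorescence not abnormally high, positive integrated signal ratio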;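 further: B-score derived from integrated fluorescence ratio over the kinetic read; more negative B-score means stronger inhibition of depolarization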
TRPC4 agonist: activators of mouse TRPC4 channel; B-score at 10 µM; 310,000 tested, 0.49% active; HEK293 TRPC4beta/mu-opioid, Fluo4 calcium fluorescence; stronger effect = higher value; AID 2237;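 active means B-score above 5 SD of library B-scores, and initial fluorescence ratio not above library mean plus 5 SD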;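 further: positive B-score marks a calcium rise read as TRPC4 activation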
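Technique: kinetic Fluo4 calcium fluorescence; Test system: TRPC4beta and mu-opioid receptor HEK293 stable cells; Measure: B-scored integrated calcium fluorescence ratio; Benchmarks: low control buffer alone, high control maximal DAMGO; Schedule: 45 min room-temperature Fluo4 loading, 110 s read.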
RGS4 inh: inhibitors of human RGS4. P49798. HEK293 M3R/RGS4 inducible, Fluo-4 calcium flux; stronger effect = higher value; triggered by carbachol at its EC20. B-score at 10 µM. 310,000 tested, 0.45% active. AID 463165;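 active means B-score, a plate-corrected calcium signal, over three deviations above library mean, with baseline fluorescence within five deviations of library mean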;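 further: RGS4 expression induced by doxycycline in cells with stable M3 receptor; B-score is computed from the integrated fluorescence ratio over baseline after carbachol; higher B-score means a larger calcium signal and so more RGS4 inhibition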
Target sequence (P49798 whole entry, looked up): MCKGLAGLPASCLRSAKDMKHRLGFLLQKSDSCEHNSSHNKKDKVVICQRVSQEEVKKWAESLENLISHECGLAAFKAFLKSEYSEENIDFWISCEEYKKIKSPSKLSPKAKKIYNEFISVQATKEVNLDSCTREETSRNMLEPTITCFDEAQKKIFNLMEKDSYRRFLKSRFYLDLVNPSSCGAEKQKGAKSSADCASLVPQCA
Numbers without * were called inactive; i = inactive; . = no result given.

SMILES	TRPC6 act	TRPC4 inh	MrgX1 PAM	ANO1 block	TRPC4 PAM	TMEM16A act	MrgX1 antagonist	MrgX1 agonist	TRPC6 inh	TRPC4 agonist	RGS4 inh
CCn1ncc([N+](=O)[O-])c1C(=O)Nc1nc2cccc(C)c2s1	i	i	i	i	i	i	i	i	i	i	i
O=C(O)C1=C[C@@H](c2ccc(C(F)(F)F)cc2)C[C@@H](OCc2ccc(CO)cc2)O1	i	i	i	i	i	i	i	i	i	i	i
COc1cc(C(=O)COC(=O)c2cnc(C)cn2)ccc1OC(F)F	i	i	i	i	i	i	i	i	i	i	i
COCCn1c(SCC(=O)Nc2ccccc2OC)nc2c(oc3ccccc32)c1=O	i	i	i	i	i	i	i	i	i	i	i
O=C(NC1CC1)c1cc(OCC(F)(F)F)ccc1OCC(F)(F)F	i	i	i	i	i	i	i	i	i	i	i
O=[N+]([O-])c1cccc(/C=N\N=C2c3ccccc3-c3ccccc32)c1O	i	i	i	i	i	i	i	i	i	i	i
CC(C)(C)c1ccc(-c2nc3c(C#N)c(-c4ccc5c(c4)OCO5)ccn3n2)cc1	i	i	i	i	i	i	i	i	i	i	i
CCN1CCN(c2ccc(NC(=O)c3ccco3)cc2Cl)CC1	i	i	i	i	i	i	i	i	i	i	i
CCCCCCOC(=O)C(C#N)c1nc2ccccc2nc1N1CCCCC1 (configuration not stated)	.	.	i	i	.	i	i	i	.	.	.
CCOC(=O)N1CCN(C(=O)CSCc2ccccc2)CC1	i	i	i	i	i	i	i	i	i	i	i
CCOc1ccc(N2C(=O)C3CC(C)=C(C)CC3C2=O)c([N+](=O)[O-])c1 (configuration not stated)	i	i	i	i	i	i	i	i	i	i	i
CCOc1ccccc1NC(=O)c1ccc(C(=O)Nc2ccccc2OCC)nc1	i	i	i	i	i	i	i	i	i	i	i
CCOC(=O)c1ccccc1NC(=O)CSc1nc2[nH]ncc2c(=O)[nH]1	i	i	i	i	i	i	i	i	i	i	i
O=C(c1ccc(S(=O)(=O)c2cccc(Cl)c2)c([N+](=O)[O-])c1)N1CCN(c2ccccn2)CC1	i	i	i	i	i	i	i	i	i	i	i
COc1ccc2c(c1OC)C(=O)OC2C1c2c(cc3c(c2OC)OCO3)CCN1C (configuration not stated)	i	i	i	i	i	i	i	i	i	i	i
CCOc1ccc(Nc2cc(Nc3ccccc3OCC)nc(C=C(C#N)C#N)n2)cc1	i	i	i	i	i	i	i	i	i	i	i
CCCOc1ccc(NC(=O)C2CC(=O)N/C(=N/N=C(C)/C=C/c3ccc(N(C)C)cc3)S2)cc1 (configuration not stated)	i	i	i	i	i	i	i	i	i	i	i
CC(C)NC(=O)c1ccc(-n2nc(C(F)(F)F)c3c2CCCC3)cc1	i	i	i	i	i	i	i	i	i	i	i
CC(Oc1ccc(Br)cc1)C(=O)N1CCC(C(N)=O)CC1 (configuration not stated)	i	i	i	i	i	i	i	i	i	i	i
Cc1ccc(C2CN(C)C3(C(=O)Nc4ccccc43)C23COc2ccccc2C3=O)cc1 (configuration not stated)	i	i	i	i	i	i	i	i	i	i	i
CCOc1ccc(S(=O)(=O)Nc2cc(OC)ccc2OC)cc1	i	i	i	i	i	i	i	i	i	i	i
CC1(COS(N)(=O)=O)CCCCC1	i	i	i	i	i	i	i	i	i	i	i
O=C(O)c1cc(-c2ccc(O)cc2)on1	i	i	i	i	i	i	i	i	i	i	i
CCOC(=O)CSc1nnc(-c2ccc(OC)cc2)n1CC	i	i	i	i	i	i	i	i	i	i	i
Cc1cccc(/C=C/c2onc(C)c2S(=O)(=O)N2CCC(C(=O)N3CCCCC3)CC2)c1	i	i	i	i	i	i	i	i	i	i	i
Cc1ccc(N(C)C(=O)N2CCN(c3ccccn3)CC2)cc1	i	i	i	i	i	i	i	i	i	i	i
CCN(CC(=O)NC(C)C)C(=O)c1ccc(Cl)cc1	i	i	i	i	i	i	i	i	i	i	i
O=C(NCCC1CCCCN1S(=O)(=O)c1ccccc1)C(=O)NCc1ccccc1 (configuration not stated)	i	i	i	i	i	i	i	i	i	i	i
COc1ccc(C)cc1NC(=O)c1cc(S(=O)(=O)N2CCC3(CC2)OCCO3)ccc1F	i	i	i	i	i	i	i	i	i	i	i
CC(C)COC(=O)N1CCCC1C(=O)O (configuration not stated)	i	i	i	i	i	i	i	i	i	i	i
C=CCc1c(C)nc(SCCC)[nH]c1=O	i	i	i	i	i	i	i	i	i	i	i
COc1ccccc1NC(=O)Cc1cccc2ccccc12	i	i	i	i	i	i	i	i	i	i	i
O=C(Nc1ccccc1)C(c1ccccc1)C1CCCC1 (configuration not stated)	i	i	.	.	i	i	.	.	i	i	i
O=C(O)c1ccc(C(=O)c2ccc3c(c2)C(=O)N(CC2CCCO2)C3=O)cc1 (configuration not stated)	i	i	i	i	i	i	i	i	i	i	i
O=C(OCC(=O)N1CCCc2ccccc21)c1cc(S(=O)(=O)N2CCOCC2)ccc1F	i	i	i	i	i	i	i	i	i	i	i
COc1ccc(OC)c(Cc2nnc(CCC(=O)N3CCCCC3c3nccs3)o2)c1 (configuration not stated)	i	i	i	i	i	i	i	i	i	i	i
CCOC(=O)CC(NC(=O)Cn1nnc(-c2ccccc2C)n1)c1ccc(OC)cc1 (configuration not stated)	i	i	i	i	i	.	i	i	i	i	i
CNC(=O)COc1ccc(S(=O)(=O)Nc2ccccc2)cc1	i	i	i	i	i	i	i	i	i	i	i
C/C(=N/NS(=O)(=O)c1ccc(Cl)cc1)c1cccc(NC(=O)c2ccncc2)c1	i	i	i	i	i	i	i	i	i	i	i
COC(=O)CSc1nnc(CNC(=O)c2ccc(S(=O)(=O)N3CCOCC3)cc2)n1C	i	i	i	i	i	i	i	i	i	i	i
COc1ccc(NC2=NC(=S)N(c3ccccc3C)C23CCCCC3)cc1	i	i	i	i	i	i	i	i	i	i	i
Cc1ccc(NC(=O)CNc2cccc(C)c2C)c(C)c1	i	i	16*	100*	i	i	i	i	i	i	i
COc1ccc(NS(=O)(=O)c2cccc(C(=O)NNC(=O)CNC(=O)c3ccco3)c2)cc1	i	i	i	i	i	i	i	i	i	i	i
CCOc1cc(S(=O)(=O)NCc2ccc3c(c2)OCO3)ccc1F	i	i	i	i	i	i	i	i	i	i	i
O=C(/C=C/c1ccc(OC2CSC2)cc1)c1ccccc1	i	i	i	i	i	i	i	i	i	i	i
CCc1ccc(NC(=O)C(=O)N/N=C(\C)CC(=O)Nc2ccccn2)cc1	i	i	i	i	i	i	i	i	i	i	i
CCCCCCSc1ccc([C@@H]2[C@H]3C(=O)N(C)C(=O)[C@H]3[C@]3(C(=O)OC)CCCCN23)cc1OC	.	.	i	i	.	i	i	i	.	.	.
CCN1C(=O)NC(c2cc(Br)ccc2OC)C(C(=O)OC)=C1C (configuration not stated)	i	i	i	i	i	i	i	i	i	i	i
O=C(/C=C/c1cccs1)Nc1ccc(S(=O)(=O)Nc2ncccn2)cc1	i	i	i	i	i	i	i	i	i	i	i
COc1cccc(C(=O)Nc2cccc(NC(C)=O)c2)c1	i	i	i	i	i	i	i	i	i	i	i
O=C(O)c1ccc(NC(=O)C2(c3ccccc3)CCOCC2)cc1	i	i	i	i	i	i	i	i	i	i	i
COC1=C/C(=C/c2c(N)n3nc(CC(=O)N4CCOCC4)sc3nc2=O)C=CC1=O	i	i	i	i	i	-12*	i	35*	i	i	i
CC(C)(C)NCC(O)COc1cccc2[nH]c(=O)[nH]c12 (configuration not stated)	i	i	i	i	i	i	i	i	i	i	i
Cn1c(-c2cccc([N+](=O)[O-])c2)[n+](C)c2ccccc21	i	i	i	i	i	i	i	i	i	i	i
O=C(O)c1cccc(N2CCCC2=O)c1	i	i	i	i	i	i	i	i	i	i	i
COc1cc2ncnc(NCCCN3CCOCC3)c2cc1OC	i	i	i	i	i	i	i	i	i	i	i
Cn1c(=O)c2nc(-c3ccccc3)oc2c2ccccc21	i	i	i	i	i	i	i	i	i	i	i
CCOc1ccc(C(=O)NC(=S)Nc2ccccc2N2CCC(C)CC2)cc1[N+](=O)[O-]	i	i	i	i	i	i	i	i	i	i	i
CC(C)(C)c1cn(-c2ccc(F)cc2)c(=S)[nH]1	i	i	i	i	i	i	i	i	i	i	i
CC(C)c1nnc(NC(=O)c2ccc(S(=O)(=O)N3CCOCC3)cc2)s1	i	i	i	i	i	i	i	i	i	i	i

Compound profiles (already shown). Order of screens: TRPC6 act	TRPC4 inh	MrgX1 PAM	ANO1 block	TRPC4 PAM	TMEM16A act	MrgX1 antagonist	MrgX1 agonist	TRPC6 inh	TRPC4 agonist	RGS4 inh
CCOc1cc(S(=O)(=O)NCc2ccc3c(c2)OCO3)ccc1F is entered as i	i	i	i	i	i	i	i	i	i	i
CC(C)(C)NCC(O)COc1cccc2[nH]c(=O)[nH]c12 (configuration not stated) is entered as i	i	i	i	i	i	i	i	i	i	i

Other records follow.
SMILES	TRPC6 act	TRPC4 inh	MrgX1 PAM	ANO1 block	TRPC4 PAM	TMEM16A act	MrgX1 antagonist	MrgX1 agonist	TRPC6 inh	TRPC4 agonist	RGS4 inh
COc1cccc2cc(-c3nnc(SCC(=O)Nc4cc(C(F)(F)F)ccc4Cl)n3N)oc12	i	i	i	i	i	i	i	i	i	i	i
Cc1ccc(C(=O)OCC(=O)NCC2CCCO2)c(C)c1 (configuration not stated)	i	i	i	i	i	i	i	i	i	i	i
O=C(OCc1ccccc1)/C(=C/c1cccc(Br)c1)NC(=O)c1ccco1	i	i	i	i	i	i	i	i	i	i	i
O=C(CCN1C(=O)/C(=C/c2ccccc2Cl)SC1=S)NC1CCCC1	i	i	i	i	i	i	i	i	i	i	i
CCn1c2ccccc2c2cc(NC(=O)CSc3nnc(-c4ccc(OC)c(OC)c4)n3N)ccc21	i	i	i	i	i	i	i	i	i	i	i
CCCCCCNC(=O)CC(c1ccccc1)c1cc(Br)ccc1O (configuration not stated)	i	i	i	100*	i	i	i	i	i	i	i
CCCc1cc(=O)oc2cc(OCC(=O)N(C)C)c(Cl)cc12	i	i	i	i	i	.	i	i	i	i	i
